# Compound activity from PubChem BioAssay.
# PGC1a acetyl inh: PGC1a acetylation modulation, inhibitor mode; U2OS PGC1a acetylation, AlphaScreen anti-acetyl-lysine; with virally co-expressed GCN5 acetyltransferase; inhibition, % at 15.6 µM; 0.17% of 350,000 active; AID 651687;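 active means every replicate shows inhibition of at least 40%; inconclusive means mean inhibition at least 40% but some replicate below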;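 further: 0% = neutral control wells and 100% = positive control wells; some results beyond the cut were filed as inactive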
# CASP6 VEID inh: caspase-6 (human) enzyme inhibition; P55212; purified caspase-6, Z-VEID-R110 cleavage fluorescence; inhibition, % at 12.5 µM; 0.53% of 350,000 active;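 active means mean inhibition across replicates at least about 35%, with every replicate also reaching that limit, limit read from the data; inconclusive means only one of the two criteria met; inactive means neither criterion met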;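 further: 0% = median of neutral control wells and 100% = no fluorescence left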
# Target sequence (P55212 24-179 limits assumed): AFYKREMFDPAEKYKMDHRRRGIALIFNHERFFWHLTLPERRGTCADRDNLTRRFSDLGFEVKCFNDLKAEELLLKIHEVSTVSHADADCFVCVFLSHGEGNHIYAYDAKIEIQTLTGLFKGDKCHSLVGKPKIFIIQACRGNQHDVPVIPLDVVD
# Target sequence (P55212 194-293 limits assumed): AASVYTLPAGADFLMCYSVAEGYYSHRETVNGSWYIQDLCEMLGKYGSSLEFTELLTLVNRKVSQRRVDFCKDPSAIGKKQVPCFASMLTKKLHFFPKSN
# PAX8 reporter: PAX8 transcriptional activity inhibition. AID 652154. inhibition, % at 12.6 µM. 1.2% of 360,000 active. RMG-I TPO-luciferase reporter, SteadyGlo, 24 h;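 active means mean replicate inhibition at least 60% with every replicate also reaching 60%; inconclusive means only one of the two criteria is met; inactive means mean below 60% and not all replicates reaching 60%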;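 further: luciferase light reporting Pax8 driven TPO promoter activity; plate controls were median of neutral control wells for no effect and mitoxantrone controls for full effect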
# Cneo AK release: causes C. neoformans cell lysis; adenylate kinase release luminescence, 4 h; normalised: neutral wells 0, clomiphene wells 100; lysis activity, % at 15 µM; 0.2% of 360,000 active; AID 651654;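 active means mean lysis activity across replicates of at least 80%, whatever share of replicates individually reach that level; inactive means mean lysis activity below 80%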
#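 Test system: log-phase Cryptococcus neoformans yeast cells. Input: 5 × 10^6 yeast cells/mL. Medium: fresh YPD growth medium. Doses: single dose. Incubation: static 4 h at 37 °C with compound, 1 h detection. Measured by: luminescent adenylate kinase detection reagent. Read-out: signal increase indicating cell lysis. Benchmarks: Clomiphene.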
# miR122 inh: inhibitors of miR-122 in Huh7 cells. 0.3% of 340,000 active. AID 602342. activation (reporter increase), % at 12.5 µM. Huh7 miR-122 Renilla luciferase sensor, 48 h; neutral wells = 0, positive control = 100;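 active means mean replicate activation score at least 90 and every replicate individually at or above 90; inconclusive means only one of the two criteria met; inactive means neither criterion met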;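 further: higher luciferase means less miR-122 activity so hits act as miR-122 inhibitors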
# FN deposit inh: fibronectin deposition inhibition; AH1F fibroblasts, Alexa488-fibronectin deposition fluorescence, overnight; 0.086% of 350,000 active; inhibition, % at 12.6 µM;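 active means mean inhibition across replicates of 30% or more, regardless of how many single replicates reach that level; inconclusive means mean under 30% yet at least half of replicates reach 30%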;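 further: positive control wells lacked labelled fibronectin entirely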
#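 material = AH1F fibroblast monolayer depositing Alexa488-labelled fibronectin into matrix | amount = 10000 AH1F cells/well | buffer or medium = DMEM plus 2% serum, read in PBS | incubation = 1 h cell adhesion before compound, then overnight fibronectin incubation | detection = fluorescence at 485 nm excitation, 525 nm emission | evaluation = percent inhibition as loss of matrix-bound fibronectin fluorescence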
# EWS-Fli block: EWS/Fli transcriptional activity inhibition; A673 NR0B1-luciferase reporter, viability-normalised; AID 651661; 0.67% of 350,000 active; inhibition, % at 12.6 µM;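 active means mean inhibition of at least 50% after viability correction, with every replicate also passing that limit; inconclusive means mean reaches 50% but only one of two replicates passes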;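 further: firefly luciferase signal divided by Alamar Blue viability fluorescence both relative to DMSO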
# LGR2 inh: inhibitors of bursicon-induced Drosophila LGR2 receptor cAMP signaling; HEK293 LGR2, CRE-luciferase, bursicon-stimulated, 4 h; 0.35% of 380,000 active; inhibition, % at 9.99 µM;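 active means drop in luminescence signal, shown as inhibition above about 50% in the replicate tests, limit read from the data, passing the limit was not always enough; inconclusive means probably only some replicates passing the limit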;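 further: agonist challenge used bursicon conditioned medium at about half maximal strength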
# * marks the source's active call; other numbers are inactive results; ? = inconclusive; . = not tested or not shown; [ ] = remark or other dose.
SMILES,PGC1a acetyl inh,CASP6 VEID inh,PAX8 reporter,Cneo AK release,miR122 inh,FN deposit inh,EWS-Fli block,LGR2 inh
CCN(CC(=O)Nc1ccc(OC)cc1)CC(=O)Nc1cccc(S(=O)(=O)N2CCOCC2)c1,-17,1,26,2,2,-9,13,2
COc1ccc(CNc2cccnc2)c(OC)c1OC,.,0,14,-1,-4,5,6,11
Cc1ccc(CNC(=O)CCc2ccccc2)cc1,6,0,-9,1,5,-2,11,4
COc1ccc(S(=O)(=O)N(C)C[C@@H]2Oc3ccc(NC(=O)C4CC4)cc3C(=O)N([C@@H](C)CO)C[C@H]2C)cc1,0,-2,-4,60,6[16.7 µM],.,1,-15
Cc1ccc(S(=O)(=O)Nc2ccc3c(c2)C(=O)N([C@H](C)CO)C[C@@H](C)[C@H](CN(C)Cc2ccccc2)OCCCC[C@H](C)O3)cc1,-12,.,45,4,-9[16.7 µM],-9,2,-15
CN(C)C(=O)[C@H]1[C@H](CO)[C@H]2Cn3c(ccc(-c4cccc(F)c4)c3=O)[C@@H]1N2CC1CC1,7,.,-14,.,-6[16.7 µM],.,-11,7
COc1cc(OC)nc(NC(=O)CSc2nc3ccccc3[nH]2)n1,-4,0,.,1,-2,.,2,-4
COc1ccc(CN2CCNC(=O)C2CC(=O)NCc2csc(C(C)C)n2)c(OC)c1 (configuration not stated),.,-2,21,.,.,-9,5,-7
CCN(CC(=O)Nc1c(F)cccc1F)C(=O)c1cnccn1,3,-5,14,-1,0,-2,-5,-3
COc1ccc(N/C(=C\C(=O)c2ccccc2)c2ccccc2)cc1OC,.,-1,-212,.,.,-6,-91,-61
CCCCS(=O)(=O)c1sc2nc(C)cc(C)c2c1N,-1,.,.,8,1,5,.,.
O=C(NC1CCC1)[C@@H]1[C@@H](CO)[C@@H]2Cn3c(ccc(/C=C/c4ccccc4)c3=O)[C@@H]2N1Cc1cncnc1,.,-1,.,0,.,.,8,-1
O=C(c1ccc(F)cc1)N1CCCC(c2nc(-c3ccncc3)no2)C1 (configuration not stated),.,-2,17,-2,.,-8,4,-7
N#Cc1ccccc1S(=O)(=O)N1CCN(C(=O)CN2CCCSc3ccccc32)CC1,.,3,9,-1,.,7,10,7
C=CCNc1nc(Nc2ccc([N+](=O)[O-])cc2)nc(OC)n1,-5,.,-10,0,0,-9,.,-1
CC(C)(NC(=O)c1ccccc1)c1nc2ccccc2s1,.,.,-6,-1,.,3,-8,-7
CCN(CC)c1ccc(NC(=O)CSC(=O)c2ccccc2)cc1,.,0,-2,1,.,-9,-26,-1
O=[N+]([O-])c1ccc(Cc2cncc(O)c2)cc1,.,0,17,-1,5,-8,-2,2
Cc1ccnc2c(N3C(=O)C4C5C=CC(C5)C4C3=O)cccc12 (configuration not stated),-2,.,.,-1,2,.,.,2
CC(=O)NC[C@@H]1[C@H](c2ccc(C3=CCCC3)cc2)[C@H](CO)N1C(=O)NC(C)C,0,0,5,42,14[16.7 µM],-1,-2,22
COc1ccc(CN(C)C[C@@H]2Oc3ccc(NC(=O)CCC(F)(F)F)cc3C(=O)N([C@@H](C)CO)C[C@H]2C)cc1,-7,-1,3,0,-4[16.7 µM],.,-8,-13
COC(=O)c1cc(CSC(=N)N)ccc1OCCC(C)C,-24,0,8,-3,5,-10,-15,.
C[C@H]1CN([C@@H](C)CO)C(=O)c2cccc(NC(=O)CCCCCC(=O)Nc3ccccc3N)c2O[C@H]1CN(C)C(=O)Nc1ccc2c(c1)OCO2,-2,-1,14,.,.,-1,5,2
CCCNC(=O)C(Cc1ccc(C(F)(F)P(=O)(OCC)OCC)cc1)NC(=O)c1ccc(C#N)cc1 (configuration not stated),-23,2,0,-2,-5,5,-3,-7
COc1ccc(NC(=O)CSc2nc3[nH]c(=O)cc(O)c3s2)c(OC)c1,12,2,-4,-1,-5,-7,-2,5

# 3 of the compounds above, with bars between the fields:
molecule | PGC1a acetyl inh | CASP6 VEID inh | PAX8 reporter | Cneo AK release | miR122 inh | FN deposit inh | EWS-Fli block | LGR2 inh
O=C(c1ccc(F)cc1)N1CCCC(c2nc(-c3ccncc3)no2)C1 (configuration not stated) | . | -2 | 17 | -2 | . | -8 | 4 | -7
CC(=O)NC[C@@H]1[C@H](c2ccc(C3=CCCC3)cc2)[C@H](CO)N1C(=O)NC(C)C | 0 | 0 | 5 | 42 | 14[16.7 µM] | -1 | -2 | 22
CCN(CC)c1ccc(NC(=O)CSC(=O)c2ccccc2)cc1 | . | 0 | -2 | 1 | . | -9 | -26 | -1

# (more compounds)
SMILES,PGC1a acetyl inh,CASP6 VEID inh,PAX8 reporter,Cneo AK release,miR122 inh,FN deposit inh,EWS-Fli block,LGR2 inh
Cc1ccc(COC(=O)NCc2cccnc2)cc1,0,-6,8,0,1,-2,14,-1
O=C(NCC(c1cccs1)N1CCOCC1)c1ccc(Cl)s1 (configuration not stated),7,.,.,1,.,1,.,-6
COc1ccc(S(=O)(=O)N2CCCCCC2)cc1C(=O)Nc1cccc(C)n1,-15,2,-1,2,4,.,.,22
C=CCOC(=O)/C=C/C(=O)NC(N)=O,.,16,0,-1,.,4,7,-6
COc1ccc(-c2c(C#Cc3ccsc3)c3cc(-c4cccc5[nH]ccc45)ccc3n2C)cc1,.,0,7,6,14,5,-8,3
CC(C)Oc1cccc(NC(=O)C2(C)CCCN(C)C2)c1 (configuration not stated),5,0,10,0,-8,.,-3,-1
Cc1ccc(NC(=O)c2ccccc2)cc1,-6,.,-149,-3,-11,.,.,.
Cc1cccc(NC(=O)CSc2nnc(C)c(=O)n2N)c1C,-12,-3,-5,3,-1,-1,-5,-4
CN(c1ccc(F)cc1)S(=O)(=O)c1ccc(Cl)c(C(=O)NCC(c2ccco2)N2CCCCC2)c1 (configuration not stated),-4,1,0,.,-3,-4,27,11
CC(C)c1nc(-c2ccc([N+](=O)[O-])cc2)cs1,1,.,-122,-3,-2,0,.,-62
CC(C)CCn1c(N2CCC(C(N)=O)CC2)nc2c1c(=O)[nH]c(=O)n2C,4,-1,.,0,5,.,.,.
OCCOCCn1c(-c2ccccc2)nc(=S)c2c1CCCC2,-8,-1,19,3,-1,-3,1,0
CS/C(=C/[N+](=O)[O-])Nc1cccc2c1C(C)CC2(C)C (configuration not stated),.,-2,-2,.,.,-1,4,.
O=C(CCNS(=O)(=O)c1ccccc1F)OCc1ccccc1Cl,-18,-2,-3,-3,-4,21,-3,-5
COC(=O)c1ccc(C(c2c(N)n(Cc3ccccc3)c(=O)n(C)c2=O)N2CCOCC2)cc1 (configuration not stated),-8,.,11,6,-2,13,.,.
O=C1Nc2cc(Cl)cnc2N2CCCC12 (configuration not stated),-13,40*,13,-4,-3,8,-8,23
COc1ccc(S(=O)(=O)N2CCOCC2)cc1NC(=O)CSc1ncccn1,5,0,-1,2,-6,2,14,-7
CN(C(=O)Cn1nnc(-c2ccccc2)n1)C1CCS(=O)(=O)C1 (configuration not stated),.,-2,.,.,.,11,-2,3
O=C1C=C(c2ccc(F)cc2OCc2ccccc2)C[C@@H](c2ccc(Cl)cc2)C1,-1,-1,15,-2,-5,-6,18,23
CC(=O)c1cccc(N(CC(=O)N2CCCCC2)S(C)(=O)=O)c1,-3,.,.,-4,1,0,.,16
CO[C@H]1CN(C)C(=O)c2ccc(NC(=O)c3nc4ccccc4s3)cc2OC[C@@H](C)N(Cc2cccnc2)C[C@@H]1C,2,.,30,-1,-15[16.7 µM],-1,11,26
Nc1nc(CSC(=S)N2CCOCC2)nc(Nc2ccccc2)n1,.,.,-136,-2,.,-3,.,-33
CCc1cccc(NC(=S)N(CCOC)C(C)c2ccco2)c1 (configuration not stated),-6,-2,4,7,0,7,1,-9
O=C(O)C(Cc1c[nH]c2ccccc12)NS(=O)(=O)c1cccc2nsnc12 (configuration not stated),.,16,21,.,.,2,-5,.
COC(=O)C1=C(C(=O)OC)[C@]2([C@@H]3CC=CCN[C@@H](Cc4ccccc4)C(=O)N3Cc3ccccc3)C=C[C@H]1O2,.,0,12,3,.,-1,8,8

# Carrying on.
SMILES,PGC1a acetyl inh,CASP6 VEID inh,PAX8 reporter,Cneo AK release,miR122 inh,FN deposit inh,EWS-Fli block,LGR2 inh
O=C(Cn1nc(C(=O)O)c2ccccc2c1=O)c1cc(F)ccc1F,9,-3,-44,-6,2,-2,5,10
O=C(C#Cc1ccccc1)Nc1ccc(F)cc1,15,0,-56,-2,-6,0,-60,-31
O=C(COC(=O)c1ccc(Br)cc1)NCC1CCCO1 (configuration not stated),1,4,-12,-1,-6,-5,4,-1
Cc1ccc(SC(C)C(=O)NCCC2=CCCCC2)cc1 (configuration not stated),.,-1,4,1,?,2,-3,9
O=C(O)c1ccccc1C(=O)Nc1ccc(Oc2ccccc2)cc1,0,1,-5,1,-11,0,3,-4
CO[C@H]1CN(C)C(=O)c2ccc(NC(=O)c3ccccc3F)cc2OC[C@@H](C)NC[C@H]1C,-1,-2,-6,1,-14[16.7 µM],2,1,-13
Cc1c(Cl)cccc1NC(=O)CSc1nccn1C,-4,33,5,1,0,4,-4,10
CCCCCOc1ccc(/C=C/C(=O)NCCc2nc3ccccc3[nH]2)cc1OC,-6,-5,1,.,-6,2,1,.
CCC1OC(=O)C(C)C(OC2C[C@@](C)(OC)C(O)C(C)O2)C(C)C(O[C@@H]2OC(C)CC(N(C)C)C2O)[C@](C)(O)CC(C)C(=NOCOCCOC)C(C)C(O)[C@]1(C)O (some centres not stated),-4,1,2,0,-2,-7,6,.
NC(=O)C1CCN(C(=O)/C=C/c2cccc(Br)c2)CC1,-5,-1,-28,3,-5,6,5,-7
O=C(CSc1nc(-c2ccco2)cc(C(F)(F)F)n1)NCCCn1ccnc1,-2,-3,-2,0,0,-4,11,-3
CCCC(=O)Nc1nnc(SCC(=O)N2C(C)CCCC2C)s1 (configuration not stated),19,.,-9,-1,-5,14,4,4
C[C@H](CO)N1C[C@H](C)[C@H](CN(C)S(C)(=O)=O)OCCCC[C@H](C)Oc2ccc(NC(=O)Nc3ccc4c(c3)OCO4)cc2C1=O,6,-1,.,4,-1[16.7 µM],.,-11,-6
Cc1cccc(-n2c(C)cc(C(=O)NC3CCCCC3)c2C)c1,.,-5,-230,2,10,-1,-10,.
NC1=NC[C@@H](Cc2ccc(O)cc2)N1CCc1cccc2ccccc12,.,-9,-5,10,8,-4,-1,-12
Cn1ccc2ccc(C3=CC(=O)C[C@H](c4ccc(F)cc4)C3)cc21,-1,-1,4,-4,7,-30,-2,-7
COc1ccc(OC)c(CN2CCC(Cc3ccccc3)CC2)c1,.,-3,-12,1,.,-1,10,3
O=C1c2ccccc2NC2(CCCC2)N1NS(=O)(=O)c1ccccc1,-16,0,-24,.,-3,3,7,25
O=C1C=C(c2ccc(Cl)cc2)OC2(CCCC2)O1,-9,.,.,0,-1,1,.,.
Cc1ccc(S(=O)(=O)c2ccc([N+](=O)[O-])cn2)cc1,-68,14,111*,0,-33,9,61*,65*
CCOc1ccc(-c2cc(C(=O)O)c3ccccc3n2)c(OCC)c1,2,.,.,4,-4,5,.,.
Cc1ccc(C(=O)CC2C(=O)N(c3ccccc3)C(=S)N2c2ccccc2)cc1 (configuration not stated),.,.,-10,.,15,-14,.,15
